SR-BI DiI-HDL act = activators of SR-BI mediated DiI-HDL uptake, primary screen, ldlA[mSR-BI] CHO cells, DiI fluorescence. hit rate 0.096% among 320,000. 3 h; 100 = double the neutral-control signal. activation, % at 12.5 µM;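 active means mean replicate activation of at least 60% and every replicate at or above 60%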;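 further: 0% = median plate neutral-control signal and 100% = twice that signal; values of inactives mirror those of a sister screen read the other way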
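Test system: SR-BI-overexpressing, LDLR-lacking CHO cells; Also added: labelled HDL, 10 µg/mL; Measured by: bottom-read cell fluorescence after medium removal, ex 550/em 595 nm; Timing: 3 h uptake period with compound, 37 °C; Buffer or medium: F12, 0.5% BSA, 25 mM HEPES; Doses: single compound concentration, delivered by pin transfer.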
Keap1-Nrf2 PPI = Keap1-Nrf2 protein-protein interaction inhibitors, primary screen, biochemical, fluorescence polarization, single point | Keap1 Kelch-Nrf2 peptide fluorescence polarization, 1536-well | inhibition, % at 9.4 µM | hit rate 0.15% among 340,000 | Kelch-like ECH-associated protein 1 (Homo sapiens), Q14145 | AID 504523, 2011; in the data active means inhibition above about 12%;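 further: human Keap1 Kelch domain with fluorescein labeled Nrf2 9mer peptide probe; 0% = neutral control wells and 100% = peptide positive control; higher means more block of Keap1 binding to Nrf2 peptide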
Rtt109 Vps75 = inhibitors of C. albicans Rtt109/Vps75 HAT, primary screen, biochemical, ThioGlo CoA-SH fluorescence, plate reader; Histone acetyltransferase RTT109 (Candida albicans (strain SC5314 / ATCC MYA-2876)), …; purified Rtt109/Vps75, 4 h; inhibition, % at 34.9 µM; hit rate 0.16% among 330,000; AID 540336, 2011;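 active means inhibition of at least 50% in every replicate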
C-LANA FP = inhibitors of KSHV C-LANA binding to DNA, primary screen, biochemical, fluorescence polarization, FAM-LBS DNA, MBP-C-LANA, single point; hit rate 0.078% among 340,000; inhibition, % at 9 µM; AID 504423, 2011; Kaposi's sarcoma herpesvirus LANA C-terminal domain (residues 932-1162) DNA binding;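 active means highest replicate inhibition at or above 60% at 9 µM, even if other replicates fall short; inactive means all replicates below 60% inhibition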;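 further: 0% = neutral control wells and 100% = 4 µM acridine orange control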
CAL PDZ FP-1 = untagged CAL PDZ binding inhibitors, primary screen, biochemical, fluorescence polarization, HTS; Golgi-associated PDZ and coiled-coil motif-containing protein (Homo sapiens), Q9HD26; purified CAL PDZ, TMR-peptide fluorescence polarization, 1 h; inhibition, % at 24.9 µM; hit rate 0.92% among 300,000; AID 602252, 2012;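 active means mean inhibition of at least 30% with at least half of replicates also reaching 30%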;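 further: 0% = DMSO neutral control and 100% = excess unlabeled competitor peptide PRC23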
RTF Ca sens act = cardiac RTF calcium sensitivity activators, primary screen, biochemical, IANBD-TnC fluorescence, EC20 calcium; Troponin I, cardiac muscle (Homo sapiens) + Troponin T, cardiac muscle (Homo sapiens) + …; IANBD-labeled TnC RTF fluorescence at EC20 calcium; 0% EC20 calcium, 100% full calcium; activation, % at 7.2 µM; hit rate 0.24% among 340,000;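 active means activation above the mean over all tested compounds plus 3 SD, cut at about 30% in these data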;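 further: rise in fluorescence read as greater calcium sensitivity of cardiac thin filaments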
CAL PDZ FP-2 = CAL PDZ peptide-binding inhibitors, primary screen, biochemical, fluorescence polarization, Cer-tagged CAL PDZ, HTS; hit rate 0.02% among 330,000; AID 504414, 2011; purified CAL PDZ, TMR-peptide fluorescence polarization, 1 h; inhibition, % at 20 µM; Golgi-associated PDZ and coiled-coil motif-containing protein (Homo sapiens), Q9HD26;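 active means highest replicate inhibition of at least 40%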;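 further: plate controls were DMSO neutral control wells for no effect and unlabeled competitor peptide control wells for full effect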
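System: tagged CAL PDZ domain. Schedule: 1 h room-temperature incubation prior to read. Signal: fluorescence polarization (mP). Measure: percent inhibition from loss of millipolarization.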
DAGLB inhibitor = DAGLB lipase inhibitors, primary screen, biochemical, fluorescence, HTS | HEK293T DAGLB membrane lysate, EnzChek fluorogenic substrate | inhibition, % at 5.17 µM | hit rate 0.059% among 340,000; in the data active means inhibition above about 34%;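 further: 0% = enzyme with vehicle and 100% = wells lacking enzyme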
Target sequence (Q8NCG7 whole entry, looked up): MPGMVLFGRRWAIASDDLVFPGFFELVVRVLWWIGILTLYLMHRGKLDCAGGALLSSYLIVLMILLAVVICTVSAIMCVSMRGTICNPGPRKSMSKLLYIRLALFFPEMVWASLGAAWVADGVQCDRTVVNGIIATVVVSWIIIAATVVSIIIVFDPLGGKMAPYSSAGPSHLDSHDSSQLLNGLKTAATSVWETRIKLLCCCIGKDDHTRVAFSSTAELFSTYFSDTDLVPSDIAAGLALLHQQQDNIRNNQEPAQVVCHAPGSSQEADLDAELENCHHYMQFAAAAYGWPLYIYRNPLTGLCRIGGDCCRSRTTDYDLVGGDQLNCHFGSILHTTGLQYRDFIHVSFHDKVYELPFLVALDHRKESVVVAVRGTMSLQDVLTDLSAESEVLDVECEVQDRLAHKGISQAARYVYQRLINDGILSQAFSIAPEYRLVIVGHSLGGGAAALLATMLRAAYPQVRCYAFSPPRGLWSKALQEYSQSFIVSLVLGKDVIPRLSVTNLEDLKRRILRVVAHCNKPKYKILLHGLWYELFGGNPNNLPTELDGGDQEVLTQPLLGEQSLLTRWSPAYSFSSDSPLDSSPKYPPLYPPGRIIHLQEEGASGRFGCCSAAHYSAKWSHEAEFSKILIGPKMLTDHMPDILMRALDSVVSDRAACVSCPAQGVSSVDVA
RTF Ca sens inh = cardiac RTF calcium sensitivity inhibitors, primary screen, biochemical, IANBD-TnC fluorescence, EC70 calcium. IANBD-labeled cardiac RTF, Ca2+ fluorescence. hit rate 0.12% among 340,000. inhibition, % at 7.15 µM;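 active means inhibition above the mean inhibition of all tested compounds plus 3 SD, cut at about 17% in these data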;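 further: assay run at fixed EC70 calcium of 1.6 mM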
PKA-R2B act = activators of PKA-R2B holoenzyme, primary screen, biochemical, fluorescence polarization, Cy5-IP20, human. AID 504700, 2011. cAMP-dependent protein kinase catalytic subunit beta (Homo sapiens) + cAMP-dependent …. PKA-R2B holoenzyme dissociation; R2B truncated from residue 108, S112A mutant; 0% DMSO only, 100% 113 µM cGMP. hit rate 0.079% among 340,000. activation, % at 11.4 µM;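 active means activation above a cutoff set at the mean over all compounds plus 3 SD, cut at about 18% in these data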;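 further: higher means more holoenzyme dissociation and a rise in polarization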
Target sequence (P31323 whole entry, looked up, other chains not shown, the tested form may be a part): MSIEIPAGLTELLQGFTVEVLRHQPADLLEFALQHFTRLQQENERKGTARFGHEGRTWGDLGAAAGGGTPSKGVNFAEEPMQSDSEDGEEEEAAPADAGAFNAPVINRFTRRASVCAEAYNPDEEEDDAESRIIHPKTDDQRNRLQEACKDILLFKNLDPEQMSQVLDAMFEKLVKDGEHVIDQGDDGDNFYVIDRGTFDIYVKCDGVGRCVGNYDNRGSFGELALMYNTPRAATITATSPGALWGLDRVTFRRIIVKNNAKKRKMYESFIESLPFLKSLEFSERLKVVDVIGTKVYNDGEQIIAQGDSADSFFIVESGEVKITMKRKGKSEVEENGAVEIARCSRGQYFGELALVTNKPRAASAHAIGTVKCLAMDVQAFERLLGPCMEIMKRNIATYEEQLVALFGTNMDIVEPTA
* hit, by the source's call; . = no result given.

SMILES	SR-BI DiI-HDL act	Keap1-Nrf2 PPI	Rtt109 Vps75	C-LANA FP	CAL PDZ FP-1	RTF Ca sens act	CAL PDZ FP-2	DAGLB inhibitor	RTF Ca sens inh	PKA-R2B act
O=C(c1ccc(S(=O)(=O)c2cccc(Cl)c2)c([N+](=O)[O-])c1)N1CCN(Cc2ccccc2)CC1	-18	2	-4	1.3	-4	1	-1.2	-3	0	-8
S=c1[nH]nc(COc2ccc3c(c2)OCO3)n1-c1ccccc1	14	-3	10	-0.4	-3	7	-1.0	0	-4	1
CCN(CC)S(=O)(=O)c1ccc(N2CCOCC2)c(NC(=O)Cc2ccc(Cl)cc2)c1	-25	-6	-7	2.6	-3	-2	-0.8	-1	-2	-17
Cc1ccccc1-c1noc(C(C)NC(=O)c2ccco2)n1 (centres undefined)	-2	-6	-12	-0.3	-6	4	-3.5	-1	-14	0
CCCc1nc(N)c(C#N)c(-c2cccnc2)c1CC	9	-8	-2	0.2	.	1	0.1	0	-4	0
CCOC(=O)Cn1c(=O)c2c(nc3n2CCS3)n(C)c1=O	9	4	-5	-1.4	-2	9	0.1	-1	-1	-3
O=C(O)c1ccc(-c2ccccc2Cl)o1	31	0	3	2.1	3	5	-0.7	-1	-12	0
O=C(O)c1c(-c2ccccc2)oc2ccc(O)cc12	12	-2	2	2.9	-4	-5	-1.1	3	-6	16
O=C(Cc1cccc(C(F)(F)F)c1)Nc1ccccc1	0	4	1	2.3	-1	4	-0.3	-6	-2	-5
NC(=O)CSc1oc(-c2ccc(F)cc2)nc1S(=O)(=O)c1ccccc1	7	-2	-3	-1.7	0	0	-0.8	0	10	-8
CC(=O)Nc1cc(ON=C(C)C)cc([N+](=O)[O-])c1	11	-4	-8	-1.0	-2	3	-2.4	0	2	-1
COc1ccc2nc(C)cc(Nc3ccc(N4CCOCC4)cc3)c2c1	-69	-1	-22	-2.8	-1	-3	-0.4	3	4	-2
N#CC1=C2SCC(O)(c3ccccc3)N2C(=O)CC1c1ccccc1F (centres undefined)	-18	2	19	1.3	1	-1	-1.0	0	3	-12
CN1C(=O)c2ccccc2Sc2ccc(C(=O)O)cc21	-4	3	-1	2.3	7	4	-1.1	2	-7	6
Cc1ccc(-c2cc(C(F)F)nc(NCc3cccs3)n2)cc1	6	1	-14	-2.4	-1	5	-0.2	-11	5	-19
Cc1ccc(Nc2c(-c3ccc(N4CCOCC4)cc3)nc3ncccn23)cc1	-13	-2	8	1.3	.	-1	-1.6	4	-4	-13
CN(C)S(=O)(=O)Nc1cccc(Br)c1	.	-1	-13	0.0	6	-2	0.0	-1	-12	-10
Cc1cnc(NC(=O)CSc2nnc(CNc3ccc(F)cc3)n2CC2CCCO2)s1 (centres undefined)	0	3	-3	0.1	.	4	-0.9	-1	-10	1
Cc1cc(C)c(NC(=O)c2ccc3c(c2)NC(=O)C(C)S3)c(C)c1 (centres undefined)	-19	-1	-4	-1.4	2	-1	-1.3	0	1	-7
O=C(Nc1cccc(Oc2ccc(C(=O)O)c(C(=O)O)c2)c1)c1ccc(-c2ccccc2)cc1	.	-3	3	4.4	-6	-1	-3.7	1	-17	2
Cc1c(Cc2ccccc2)c(=O)oc2c(C)c(OCC(=O)NCc3ccccn3)ccc12	3	1	3	-0.6	-2	0	-0.2	1	-4	3
Cn1cnnc1SCC(=O)Nc1ccc(F)cc1F	2	2	10	-2.0	.	15	-1.8	-3	-7	-2
COc1cccc(NC(=O)N2CCCC2C(=O)NCc2ccco2)c1 (centres undefined)	13	-6	9	-1.1	-3	-5	-3.3	-3	3	5
CCCS(=O)(=O)N1CCC(C(=O)NCc2ccco2)CC1	8	4	0	0.7	-15	4	-0.6	-3	1	6
OCC1(Cc2cccc(Cl)c2)CCCN(Cc2cn[nH]c2C2CCCCC2)C1 (centres undefined)	.	1	21	0.1	.	0	-1.5	-2	-20	-8
COc1ccc(C2(c3ccc(OC)cc3)NC(=O)N(CC(=O)NC3(C#N)CCCCC3)C2=O)cc1	5	2	22	-2.0	.	-4	0.7	1	0	-5
O=C(COc1ccc(F)cc1Cl)N1CCN(C(=O)c2cccs2)CC1	4	-2	-8	0.5	-3	-1	-6.5	-1	-9	4
CSc1ccccc1OCc1cc(C(=O)NC(C)CCn2cccn2)no1 (centres undefined)	-17	-2	-9	0.5	-4	5	-1.2	-2	-7	-6
O=C(COC(=O)Cc1ccc(Br)cc1)NCc1cccs1	20	2	-8	1.3	-3	0	-0.2	-1	-5	-5
COc1cccc(C(=O)NC2CCNCC2)c1	15	-4	28	1.0	-1	-5	-0.8	-1	0	-3
Cc1ccc(NC(=O)Nn2cnnc2)cc1Cl	-13	-2	0	-0.4	6	-2	-2.0	0	0	-3
COc1ccc(CNC(=O)C(c2ccc(C)cc2)N(Cc2cccs2)C(=O)c2ccc3c(c2)OCCO3)cc1 (centres undefined)	-26	-7	13	-0.1	0	1	-1.9	-3	-1	-9
Nc1nnc(SCC(=O)Nc2ccc3nc(SCC(=O)Nc4ccccc4)sc3c2)s1	-25	1	6	-3.3	-3	7	-0.7	3	-11	-11
CCc1nccn1S(=O)(=O)c1cccc([N+](=O)[O-])c1	21	4	-3	-0.7	0	-1	0.0	-3	-2	-5
CCc1ccc(CCN2C(=O)c3ccccc3C2=O)nc1	16	-1	-5	0.4	-5	3	0.8	-1	-6	-7
O=C(Nc1cccc(C(F)(F)F)c1)c1cc(S(=O)(=O)N2CCCCC2)ccc1N1CCOCC1	43	-2	3	1.3	.	1	1.7	-3	1	-10
O=C(NCc1ccc2c(c1)OCO2)c1ccc(CN2CCOCC2)cc1	34	-3	1	-1.1	-3	-8	-0.9	1	0	-10
CC1CCCC(NC(=O)c2cc(-c3ccncc3)nc3ccccc23)C1C (centres undefined)	-17	-2	-2	-0.3	-3	-9	-0.4	1	1	-7
O=C(O)CC1CCC(=C(Cl)Cl)C1 (centres undefined)	14	-3	-2	2.9	0	-9	-1.6	1	-3	4
COc1ccc(-c2cc(-c3ccc(OC)cc3)[nH]n2)cc1	-36	-4	7	0.2	-6	4	-6.6	0	17*	-3

Molecules above with two or more sulfur atoms (three):
SMILES	SR-BI DiI-HDL act	Keap1-Nrf2 PPI	Rtt109 Vps75	C-LANA FP	CAL PDZ FP-1	RTF Ca sens act	CAL PDZ FP-2	DAGLB inhibitor	RTF Ca sens inh	PKA-R2B act
NC(=O)CSc1oc(-c2ccc(F)cc2)nc1S(=O)(=O)c1ccccc1	7	-2	-3	-1.7	0	0	-0.8	0	10	-8
Cc1cnc(NC(=O)CSc2nnc(CNc3ccc(F)cc3)n2CC2CCCO2)s1 (centres undefined)	0	3	-3	0.1	.	4	-0.9	-1	-10	1
Nc1nnc(SCC(=O)Nc2ccc3nc(SCC(=O)Nc4ccccc4)sc3c2)s1	-25	1	6	-3.3	-3	7	-0.7	3	-11	-11

More compounds follow:
SMILES	SR-BI DiI-HDL act	Keap1-Nrf2 PPI	Rtt109 Vps75	C-LANA FP	CAL PDZ FP-1	RTF Ca sens act	CAL PDZ FP-2	DAGLB inhibitor	RTF Ca sens inh	PKA-R2B act
CCOCC(=O)Nc1c(C(=O)Nc2ccc(OC)cc2OC)oc2ccccc12	-38	3	-4	0.5	.	3	-1.1	-6	-10	11
CS(=O)(=O)N1CCN(Cc2cc(=O)n3ccsc3n2)CC1	.	-3	-1	-0.4	-5	11	2.8	-1	-3	6
CCOC(=O)c1c(C)c(C(=O)NCc2cccnc2)c(C)n1CC	26	-2	-3	2.4	-1	-1	-0.3	-2	-3	-7
CSc1cccc(NC(=S)N(CCCN2CCC(C)CC2)Cc2cccs2)c1	0	4	-1	0.4	0	-1	-1.8	-1	-2	0
Cc1ccc(Cn2c(SCC(N)=O)nc3c2c(=O)n(C)c(=O)n3C)cc1	4	-1	-6	1.6	-3	4	-1.4	2	-6	-6
Cc1sc(NC(=O)c2ccc(F)cc2)c(CN2CCCCCC2)c1C	-1	-16	-6	-2.3	.	6	-2.0	-3	-13	4
CCOc1ccc(CNC(=O)C2CCN(c3nn4c(=O)cc(C)nc4s3)CC2)cc1	-10	-4	-2	0.0	1	-2	-0.7	0	-9	2
COc1ccccc1Cc1nnnn1CC(=O)O	31	0	-3	-1.1	.	4	-1.5	0	-6	2
CCOc1ccc(Br)cc1S(=O)(=O)Nc1nc(CN2CCOCC2)nc2sc(C)c(C)c12	-6	-18	1	1.1	-1	1	.	-1	0	6
CC(C)CN1CCC(=O)NC1=S	19	-9	10	2.1	.	-5	-0.4	2	-12	1
CN1CCN(c2nc(-c3ccccn3)nc3ccccc23)CC1	-8	-2	5	1.2	0	-4	-0.8	-2	-9	7
COc1ccccc1OC(C)C(=O)Nc1ccccc1C(=O)NCC1CCCO1 (centres undefined)	.	-1	-2	-2.2	-1	7	-1.6	0	-8	-2
Cc1cc(C)nc(OC(C(=O)O)C(OCC(C)C)(c2ccccc2)c2ccccc2)n1 (centres undefined)	9	2	11	-2.1	-1	-6	-0.2	3	-4	-4
CNS(=O)(=O)c1cccc(C(=O)OCC(=O)c2ccc[nH]2)c1	.	-5	-4	0.1	-3	0	-2.0	-3	-5	-7
COc1cc2c(C#CCCO)c(-c3ccsc3)oc(=O)c2cc1OC	-34	-3	-1	2.3	0	4	-4.4	-4	-9	3
O=C(Nc1cc([N+](=O)[O-])ccc1Cl)C(Sc1ccccc1)c1ccccc1 (centres undefined)	-19	1	4	1.1	-1	0	-0.7	-10	15	-7
O=C(CCS(=O)(=O)c1ccc(F)cc1)Nc1nc(-c2ccccn2)cs1	-8	-2	-5	0.4	-4	-2	-2.3	0	1	10
COc1cc2c(cc1NC(=S)Nc1ccccc1C)oc1ccccc12	-57	-6	-1	-1.1	-2	2	-2.9	-3	-15	-11
CCCCCOc1ccc2oc(=O)c3c(c2c1)CCCN3C(=O)CN1CCCC(C(=O)OCC)C1 (centres undefined)	-1	1	12	-1.9	-3	6	-0.9	-9	-16	-7
CS(=O)(=O)N(CC(=O)NC1CCCC1)Cc1ccc(F)cc1	31	1	0	-1.2	-1	-1	0.0	1	-5	1

Screening results: PubChem BioAssay, several laboratories
